Assay outcomes from PubChem BioAssay.
GPR35 arrestin U2OS = GPR35 antagonists blocking zaprinast-driven arrestin recruitment, primary screen, imaging, U2OS, beta-arrestin-GFP, zaprinast agonist (AID 2058); G-protein coupled receptor 35 (Homo sapiens); U2OS GPR35 beta-arrestin-GFP translocation imaging, zaprinast antagonism; higher % means a stronger effect; inhibition, % at 10 µM; hits with a dose series show IC50 in µM; 0.052% of 290,000 active;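 active = inhibition of at least 50% with at least 30 cells and total cytoplasm GFP at most 10,000,000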
GPR55 beta-arrestin = GPR55 agonists via beta-arrestin recruitment, primary screen, imaging, U2OS cells, beta-arrestin-GFP redistribution (AID 1961) | G-protein coupled receptor 55 (Homo sapiens) | U2OS GPR55 beta-arrestin-GFP redistribution imaging; higher % means a stronger effect | one-dose activation, % at 10 µM; EC50 in µM for titrated hits | 0.048% of 290,000 active;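 active = activation above 40% with more than 50 cells counted in the well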;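 also: U2OS osteosarcoma cells stably expressing GPR55 and beta-arrestin-GFP; plate controls were DMSO negative control for no effect and LPI positive control for full effect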
HIV fusion peptide = inhibitors of HIV fusion peptide binding, primary screen, biochemical, uHTS, fluorescence dequenching (AID 1986). cell-free peptide binding, fluorescence dequenching, 30 min; higher % means a stronger effect. one-dose inhibition, % at 20 µM; IC50 in µM for titrated hits. 0.3% of 290,000 active; in the data active = inhibition mostly above about 52%, no sharp cut-off; inactive = mostly below about 76%; also: some results filed as inactive read as strong as hits
GPR55 antagonists = GPR55 antagonists blocking LPI-driven arrestin recruitment, primary screen, imaging, U2OS, beta-arrestin-GFP, LPI agonist (AID 2013); G-protein coupled receptor 55 (Homo sapiens); U2OS GPR55 beta-arrestin-GFP translocation imaging, LPI antagonism; higher % means a stronger effect; inhibition, % at 10 µM, or IC50 in µM where a hit was titrated; 0.13% of 290,000 active;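 active = spots per cell inhibited over 60%, with over 100 cells counted and total cytoplasm intensity under 500,000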;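 also: U2OS cells stably carrying GPR55 and arrestin-GFP stimulated by 5 µM LPI near EC80; imaged beta-arrestin-GFP aggregate spots per cell after agonist stimulation; plate controls were LPI-stimulated DMSO wells for no effect and DMSO wells without LPI for full effect; some results filed as inactive read as strong as hits; confirmed hits need IC50 under 10 µM and bright autofluorescent wells are also inconclusive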
KOR beta-arrestin-1 = KOR antagonists, beta-arrestin recruitment, cell-based, luminescence, uHTS (AID 1778); Kappa-type opioid receptor (Homo sapiens); KOR beta-arrestin recruitment, luminescence, antagonist mode; higher % means a stronger effect; one-dose inhibition, % at 10 µM; IC50 in µM for titrated hits; 0.091% of 290,000 active; in the data active = inhibition above about 50%; also: strong numbers were not always called active
KOR beta-arrestin-2 = KOR agonists, beta-arrestin recruitment, primary screen, cell-based, luminescence, uHTS (AID 1777). Kappa-type opioid receptor (Homo sapiens). KOR beta-arrestin recruitment, luminescence; higher % means a stronger effect. activation, % at 10 µM, or EC50 in µM where a hit was titrated. 0.02% of 280,000 active; in the data active = activation above about 50%, passing the limit was not always enough; also: a part of the inactive calls stands beside numbers as strong as those of hits
NOD1 inhibition = NOD1 signaling inhibitors, primary screen, cell-based, luminescence, uHTS (AID 1578) | inhibition, % at 4 µM, or EC50 in µM where a hit was titrated | 1% of 290,000 active | NOD1-driven NF-kB luciferase reporter cells, luminescence; higher % means a stronger effect; in the data active = inhibition mostly above about 36%, no sharp cut-off; inactive = mostly below about 34%;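 also: HEK-293T reporter cells stimulated with the NOD1 agonist gamma-tri-DAP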
AID2073 = inhibitors of Mint1-CaV2.2 protein interaction, biochemical, HTRF (AID 2073); Voltage-dependent N-type calcium channel subunit alpha-1B (Homo sapiens); HTRF protein-protein interaction, Mint1-CaV2.2; higher % means a stronger effect; inhibition, % at 20 µM; hits with a dose series show IC50 in µM; 0.19% of 290,000 active; in the data active = inhibition mostly above about 51%, no sharp cut-off; also: some results filed as inactive read as strong as hits
Siah-1 displacement = Siah-1 peptide-binding antagonists, primary screen, biochemical, fluorescence polarization, rhodamine-plectin, uHTS (AID 1817); Siah-1 / rhodamine-plectin peptide fluorescence polarization; higher % means a stronger effect; one-dose displacement, % at 20 µM; IC50 in µM for titrated hits; 0.02% of 290,000 active; E3 ubiquitin-protein ligase SIAH1 (Homo sapiens);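 active = displacement of at least 50% at 20 µM, with a fluorescence ratio check between 0.3 and a set limit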;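 also: plate controls were Siah plus tracer with DMSO for no effect and tracer alone without Siah for full effect; strong numbers were not always called active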
Active calls of the source: *; [ ] = remark or other dose.

SMILES	GPR35 arrestin U2OS	GPR55 beta-arrestin	HIV fusion peptide	GPR55 antagonists	KOR beta-arrestin-1	KOR beta-arrestin-2	NOD1 inhibition	AID2073	Siah-1 displacement
C=CCNC(=O)c1ccc(N(CC=C)S(C)(=O)=O)cc1	9%	0.1%	1.6%	2%	14%	2.9%	-35%	-10%	26%
COc1cc(/C=C2\C(=N)N3N=C(CC(=O)N4CCOCC4)SC3=NC2=O)cc(OC)c1OC	20%	-0.2%	1.5%	-6%	-17%	1.5%	-10%	8%	-2%
COCCNC(=O)CSc1nc2nn(-c3ccccc3)c(=O)c-2c2n1CCCCC2	-2%	0.6%	-1.8%	18%	35%	-1.3%	-39%	40%	4%
COc1cc(/C=N/NC(=O)c2nnn(-c3nonc3N)c2C(C)C)ccc1O	0%	0.7%	-0.9%	7%	-22%	-2.0%	-27%	3%	8%
CC1(C)CC2CC(C)(CN2/C=N/c2sc3c(c2C#N)CC(C)(C)NC3(C)C)C1 (configuration not stated)	6%	-0.1%	0.2%	10%	-8%	-4.0%	-4%	8%	0%
CCCc1cc(=O)[nH]c(SCC(=O)NC(=O)OCC)n1	20%	-0.1%	1.0%	-2%	-4%	-8.8%	3%	-4%	-1%
COc1ccc(C(=S)NC2CCCCC2)cc1	17%	-0.3%	5.0%	14%	2%	0.0%	-57%	-32%	5%
O=S(=O)(Cc1ccc(Cl)cc1)C1CCCCC1O (configuration not stated)	-13%	-0.2%	-0.5%	-11%	-15%	-0.1%	-6%	-2%	-8%
Cc1cc(C)n(CCNC(=O)c2ccc3c(c2)OCO3)n1	12%	-0.1%	1.4%	-6%	-46%	4.6%	-25%	-9%	13%
CCc1nn(CCCC(=O)N2CCN(c3ccc(OC)cc3)CC2)c(=O)c2cc3occc3n12	-2%	-0.2%	-0.6%	2%	-10%	-4.2%	-1%	1%	0%
COc1ccc(CCN2CC(C(=O)N(C)C3CCOCC3)CCC2=O)cc1 (configuration not stated)	32%	-0.3%	-1.8%	0%	19%	-0.8%	3%	22%	-4%
N#C/C(=C(/O)CN1CCOCC1)c1nc(-c2ccccc2)cs1	6%	0.3%	-1.0%	-6%	-8%	-2.6%	-15%	-3%	6%
CCCCNC(=O)CSc1nc2ccc(NC(=O)CSc3nnc(N)s3)cc2s1	-8%	-0.1%	-2.8%	-1%	11%	-3.2%	26%	0%	2%
Cc1nnc(NC(=O)C2CCCN(S(=O)(=O)Cc3ccccc3)C2)s1 (configuration not stated)	12%	-0.1%	0.4%	17%	20%	-1.0%	-9%	-1%	2%
O=C(Nc1cccc(-c2cn3ccccc3n2)c1)c1cnccn1	8%	-0.3%	-0.3%	-3%	-20%	4.8%	-23%	3%	-5%
CC(=O)Nc1c(-c2ccccc2Cl)c(=O)c2ccccc2n1C	-6%	0.0%	0.5%	-1%	-1%	-2.1%	-9%	5%	-2%
O=C(c1ccccc1F)N(Cc1ccc2c(c1)OCO2)Cc1cc2cc3c(cc2n2nnnc12)OCO3	-3%	-0.1%	-4.3%	27%	30%	0.6%	34%	12%	-4%
CC1CCCC(NC(=O)COC(=O)/C=C/c2ccc(S(=O)(=O)N3CCOCC3)cc2)C1C (configuration not stated)	0%	0.0%	-0.4%	-1%	8%	1.5%	-4%	4%	0%
CCOC(=O)c1[nH]ncc1CN1CCCC(C(=O)c2ccc(OC)cc2C)C1 (configuration not stated)	8%	-0.3%	1.1%	-2%	-9%	-0.9%	-36%	5%	11%
CC1CCc2[nH]c3ccc(C(=O)O)cc3c2C1 (configuration not stated)	2%	-0.2%	0.4%	-5%	-11%	2.1%	0%	12%	-3%

Retrieved one by one from the list above (two):
SMILES	GPR35 arrestin U2OS	GPR55 beta-arrestin	HIV fusion peptide	GPR55 antagonists	KOR beta-arrestin-1	KOR beta-arrestin-2	NOD1 inhibition	AID2073	Siah-1 displacement
CC1(C)CC2CC(C)(CN2/C=N/c2sc3c(c2C#N)CC(C)(C)NC3(C)C)C1 (configuration not stated)	6%	-0.1%	0.2%	10%	-8%	-4.0%	-4%	8%	0%
COCCNC(=O)CSc1nc2nn(-c3ccccc3)c(=O)c-2c2n1CCCCC2	-2%	0.6%	-1.8%	18%	35%	-1.3%	-39%	40%	4%

Structures listed so far with a Cl atom, in the order listed:
SMILES	GPR35 arrestin U2OS	GPR55 beta-arrestin	HIV fusion peptide	GPR55 antagonists	KOR beta-arrestin-1	KOR beta-arrestin-2	NOD1 inhibition	AID2073	Siah-1 displacement
O=S(=O)(Cc1ccc(Cl)cc1)C1CCCCC1O (configuration not stated)	-13%	-0.2%	-0.5%	-11%	-15%	-0.1%	-6%	-2%	-8%
CC(=O)Nc1c(-c2ccccc2Cl)c(=O)c2ccccc2n1C	-6%	0.0%	0.5%	-1%	-1%	-2.1%	-9%	5%	-2%

New compounds follow
SMILES	GPR35 arrestin U2OS	GPR55 beta-arrestin	HIV fusion peptide	GPR55 antagonists	KOR beta-arrestin-1	KOR beta-arrestin-2	NOD1 inhibition	AID2073	Siah-1 displacement
Cc1ccc(-c2nc3ccccc3c(=O)n2Cc2ccccc2)cc1	-2%	0.4%	2.1%	34%	-17%	7.5%	-20%	-1%	3%
CC1=CC2=NC(=O)/C(=C\c3cccn3CCOc3ccccc3C)C(=N)N2O1	-20%	0.9%	-0.3%	-7%	-28%	-1.4%	-5%	-7%	-4%
CC1C=CCC2C(=O)N(c3cccc(C(=O)Nc4ccc(Br)cc4)c3)C(=O)C12 (configuration not stated)	-17%	-0.1%	-0.5%	-14%	-22%	0.6%	-17%	29%	-3%
Cc1ccc(C)c(NC(=O)CCC(=O)N/N=C2/CC(=O)CC(C)(C)C2)c1	-9%	0.2%	-1.0%	15%	-54%[20 µM]	-2.7%	-9%	4%	17%
Cc1ccc(CNC(=O)CN2C(C)CCCC2C)cc1 (configuration not stated)	-1%	-0.2%	1.1%	-2%	-6%	8.2%	-32%	12%	0%
CC(=O)Nc1ccc(S(=O)(=O)NC2(C(F)(F)F)NC(=O)N(CC(C)C)C2=O)cc1 (configuration not stated)	-7%	-1.2%	0.8%	-6%	-34%	1.2%	5%	-5%	-10%
CC(C)=NOCc1ccc(-c2cn([C@@H]3COC[C@H]3O)nn2)cc1	-5%	0.7%	-1.4%	8%	14%	-1.4%	-8%	-2%	11%
C=CCOC(=O)C1=C[C@@H](c2coc3ccccc3c2=O)[C@H](CCCO)[C@@H](OCC)O1	-4%	0.6%	-0.5%	-6%	-21%	-0.1%	-30%	6%	6%
CCC(=O)N1CCc2cc(S(=O)(=O)CCC(=O)N3CCN(c4ccccc4F)CC3)ccc21	8%	-0.1%	1.1%	3%	-4%	14%	-13%	0%	0%
CCCC[n+]1ccn(C2=C([O-])c3ccccc3C(=O)/C2=N\S(=O)(=O)c2ccc(Br)cc2)c1	1%	-0.2%	0.1%	18%	-42%	0.9%	-25%	-3%	-4%
Cc1ccc(S(=O)(=O)C(c2ccccc2)c2c(C)noc2C)cc1 (configuration not stated)	-1%	0.2%	3.2%	4%	14%	0.8%	4%	-6%	0%
CC(C)(Oc1ccc(Cl)cc1)C(=O)Nc1ncccn1	10%	0.2%	-2.4%	10%	-27%	4.2%	-6%	6%	-2%
COc1ccc(C(=O)Nc2ccc(N3CCN(C(=O)c4ccccc4C)CC3)cc2)cc1	2%	-0.1%	0.5%	-26%	-30%	5.2%	20%	-1%	0%
NC(=O)c1c(-c2ccccc2)oc2ccc(O)cc12	3%	-0.1%	-2.7%	10%	11%	0.5%	-17%	19%	4%
COc1cccc(N2C(=O)CC(N3CCc4ccccc43)C2=O)c1 (configuration not stated)	-2%	0.1%	-3.3%	5%	2%	-3.4%	3%	6%	0%
Cc1ccc(C)c(OCC(=O)Nc2ccc(S(=O)(=O)Nc3ncccn3)cc2)c1	-7%	0.0%	7.0%	-14%	-27%	0.8%	-12%	12%	-8%
COc1ccc(C2Nc3ccccc3NC3=C2C(=O)CC(C)(C)C3)cc1 (configuration not stated)	-9%	0.0%	13%	-7%	-30%	2.4%	1%	15%	-1%
O=C(NCCN1CCOCC1)NC1(C(F)(F)F)Oc2ccccc2O1	13%	-0.1%	0.5%	8%	2%	0.9%	-14%	20%	16%
O=C(O)c1ccc(CNC(=S)Nc2ccccc2)cc1	-12%	-0.1%	-0.3%	8%	-30%[20 µM]	0.3%	2%	4%	12%
CCCc1cc(=O)oc2c(C)c(O[C@@H]3O[C@H](CO)[C@@H](O)[C@H](O)[C@H]3O)ccc12	5%	-0.1%	-1.1%	7%	-4%	-6.7%	-12%	-4%	2%
CCOC(=O)CCCNC(=O)CN1CCC(c2nc3ccccc3s2)CC1	-2%	0.5%	-1.3%	13%	10%	-1.8%	-11%	8%	3%
Cc1cc(C)cc(NC(=O)N2CCC(C(=O)c3ccc(F)cc3)CC2)c1	9%	-0.1%	-1.1%	-4%	-22%	5.1%	-30%	-3%	-1%
CC(=O)Nc1sc(C)c(C)c1C(=O)OCC(=O)N(C)C1CCS(=O)(=O)C1 (configuration not stated)	8%	-0.3%	-0.2%	6%	-4%	3.3%	21%	-9%	-5%
O=C1CCC(C(=O)N2CCC(O)(c3ccccc3)CC2)CN1CCc1ccccc1 (configuration not stated)	-4%	0.2%	-0.8%	-3%	-3%	-4.5%	-16%	21%	-4%
CNC(=O)C1CCN(S(=O)(=O)c2c(C)noc2/C=C/c2ccc(C)cc2)CC1	-4%	-0.1%	2.0%	-4%	26%[20 µM]	-1.8%	-8%	-5%	4%
CN(C(=O)c1ccc(-c2nn(C)c(=O)c3ccccc23)cc1)c1ccccc1	7%	-0.1%	5.3%	9%	-60%	4.5%	-2%	-5%	1%
COc1ccc(-c2onc3ccc(C(=O)/C=C/N(C)C)cc23)cc1	-1%	0.8%	6.9%	14%	28%	-2.4%	19%	6%	1%
CCCCc1nccn1CCn1ccnc1CCCC	-14%	-0.1%	1.2%	9%	31%	-0.8%	-14%	0%	3%

An excerpt; count on the stated rates, not on these rows.
